Screening data from PubChem.
All columns: NCI-60 one-dose screen, growth in % after 48 h at 10 µM unless noted; 100 = growth as untreated, 0 = no growth, -100 = all killed.
NCI-H23 = NCI-H23 lung cancer. 4% of 80,000 active. AID 1794731
OVCAR-5 = OVCAR-5 ovarian cancer; 2.9% of 82,000 active; AID 1794783
SK-OV-3 = SK-OV-3 ovarian cancer cells | 3.2% of 80,000 active
OVCAR-4 = OVCAR-4 ovarian cancer cells; 3.7% of 80,000 active; AID 1794784
IGROV1 = IGROV1 ovarian cancer; 4.7% of 79,000 active
NCI-H522 = NCI-H522 lung cancer. 8% of 78,000 active. AID 1794739
OVCAR-3 = OVCAR-3 ovarian cancer; 7% of 79,000 active; AID 1794787
NCI/ADR-RES = NCI/ADR-RES ovarian cells; 4.4% of 81,000 active; AID 1794790
OVCAR-8 = OVCAR-8 ovarian cancer. 4.4% of 81,000 active. AID 1794782
* marks the source's active call; other numbers are inactive results; · = no result given; & = joins results of further samples. How the source made its calls: active means growth percent below 10; inactive means the rest. An unsorted share of the library (roughly 11% active in at least one column).

SMILES	NCI-H23	OVCAR-5	SK-OV-3	OVCAR-4	IGROV1	NCI-H522	OVCAR-3	NCI/ADR-RES	OVCAR-8
Cc1cc(C)n(Cc2ccc(Cl)cc2Cl)c(=O)c1C#N	104	93	105	97	100	87	105	102	101
Cc1ccc(NC(=O)c2ccc(C)c([N+](=O)[O-])c2)c(C)c1	96	87	97	94	98	76	102	100	106
CCOC(=O)c1ccc(N2C(=O)CC(N3C(=O)/C(=C/c4cccnc4)SC3=S)C2=O)cc1 (centres undefined)	98	105	99	107	97	95	111	99	95
C=CC1=C(C)C2=NC1=CC1=NC(=CC3=C(C)C4=C(O)CC(=C5NC(=C2)[C@@H](C)[C@@H]5CCC(=O)NCCCCCCNC(=O)CCCCCCCCCC2=C(C)C(=O)C(OC)=C(OC)C2=O)C4=N3)C(CC)=C1C	96	112	118	100	96	102	96	94	97
CC(N)(Cc1ccccc1)C(=O)O (centres undefined)	108	91	105	107	112	102	106	111	105
CCCCCCCCCCCCS(=O)(=O)CC(=O)O	97	122	116	100	107	108	110	99	105
COc1ccc(/C=N/N2C(=O)SC3(C2=O)C(c2ccc(OC)cc2)CN(C)C32C(=O)Nc3ccccc32)cc1 (centres undefined)	100	108	111	81	116	90	120	79	78
Oc1ccc(N2CCOCC2)cc1	91	116	98	85	112	95	101	100	105
COc1ccc(C(=O)c2ccc(Cl)cc2)c(OC)c1OC	95	100	124	112	91	104	106	107	95
CCCCN(CCCC)CCC(C)(O)c1cc2ccccc2c2ccccc12 (centres undefined)	84	99	100	109	6.1*	91	69	68	93
Cc1ccc(C)c(Oc2c(/C=N\N=c3\sc4ccccc4n3C)c(C)nn2-c2ccccc2)c1	90	102	90	96	90	90	105	100	99
C[C@]12C[C@H](c3ccoc3)OC(=O)[C@H]1CC[C@@]1(C)[C@@H]2C=C[C@@H](O)[C@]1(O)C(=O)O	102	105	99	96	101	84	107	104	98
COC(C)(C)c1cc(C(C)(C)C)c(O)c(C(C)(C)C)c1	108	103	109	118	109	80	106	107	99
CCOc1ccc(-n2nc(C(=O)NCc3cc(F)cc(F)c3)nc2-c2cc(OC)c(OC)c(OC)c2)cc1	82	85	76	66	62	51	71	62	75
C[N+]1(Cc2ccc([N+](=O)[O-])cc2)CCC(CCCCCCCC2CC[N+](C)(Cc3ccc([N+](=O)[O-])cc3)CC2)CC1 (centres undefined)	75	93	85	70	90	70	90	102	83
O=C1Nc2ccccc2[C@]12Oc1ccccc1[C@H]1CC(c3ccc(Br)cc3)=NN12	74	116	67	54	46	61	71	81	81
C/C(=N\NC(=O)c1ccncc1)c1ccc(N)cc1	101	107	101	94	97	75	105	111	101
CCc1c(C)cc(Cl)c2c1C(=O)N(c1ccccc1)C2C(=O)Nc1ccccc1 (centres undefined)	99	111	96	105	98	86	107	98	·
OCCN1CCN(c2nc(Nc3ccc(-c4nc5ccccc5[nH]4)cc3)c3cn[nH]c3n2)CC1	-76*	-76*	-96*	-75*	-78*	-86*	-82*	-77*	-91*
O=[N+]([O-])c1cccc(-c2nc3sccn3c2-c2ccnc(NCCCNS(=O)(=O)c3cccc4ccccc34)n2)c1	78	115	106	52	67	78	81	67	66
CC(C)CCNC(C)C(C)OC(=O)c1ccccc1 (centres undefined)	115	108	100	108	114	·	102	104	110
Cc1sc2nc(NCCCN)[nH]c(=O)c2c1C	95	98	87	91	100	·	97	101	95
C=C1CC[C@H]2[C@@](C)(CCC3OC(c4ccc(OCc5cn(CC(O)C6OC7OC(C)(C)OC7[C@@H]6OCc6ccccc6)nn5)cc4)OC[C@]32C)[C@@H]1/C=C/C1=CCOC1=O (some centres undefined)	·	101	112	101	93	98	100	97	93
CC(=O)c1cc(-c2ccccc2N)n(-c2ccc3c(c2)OCO3)c1C	43	30	34	48	22	18	5.5*	13	19
CC(C1SC(=S)NC1=O)C1SC(=S)NC1=O (centres undefined)	106	109	112	105	127	105	116	112	109

Four compounds picked at random from the list so far, as already listed:
SMILES	NCI-H23	OVCAR-5	SK-OV-3	OVCAR-4	IGROV1	NCI-H522	OVCAR-3	NCI/ADR-RES	OVCAR-8
COc1ccc(C(=O)c2ccc(Cl)cc2)c(OC)c1OC	95	100	124	112	91	104	106	107	95
Cc1ccc(NC(=O)c2ccc(C)c([N+](=O)[O-])c2)c(C)c1	96	87	97	94	98	76	102	100	106
C[N+]1(Cc2ccc([N+](=O)[O-])cc2)CCC(CCCCCCCC2CC[N+](C)(Cc3ccc([N+](=O)[O-])cc3)CC2)CC1 (centres undefined)	75	93	85	70	90	70	90	102	83
CCOc1ccc(-n2nc(C(=O)NCc3cc(F)cc(F)c3)nc2-c2cc(OC)c(OC)c(OC)c2)cc1	82	85	76	66	62	51	71	62	75

(more compounds)
SMILES	NCI-H23	OVCAR-5	SK-OV-3	OVCAR-4	IGROV1	NCI-H522	OVCAR-3	NCI/ADR-RES	OVCAR-8
O=C(Nc1ccc(-c2ccc3c(c2)NC(=O)/C3=C\c2ccc[nH]2)cc1)Nc1cccc(Cl)c1	-57*	-68*	3.2*	6.9*	-62*	-52*	2.4*	-38*	-34*
NC(N)=N/N=C(\C(=N\N=C(N)N)c1ccccc1)c1ccccc1	110	103	101	119	118	97	112	107	105
CC(=O)[C@H]1CC[C@]2(C)[C@@H]1CC[C@@H]1[C@@]3(C)Cc4nc5ccccc5nc4C(C)(C)[C@@H]3CC[C@]12C	86	103	107	94	104	96	95	93	111
CC(C)(C)n1cc(-c2ccnc(NCCNS(=O)(=O)c3ccc(F)cc3)c2)c(-c2cccc(F)c2)n1	100	111	104	71	93	77	99	102	96
CC1=CC(C)C(=O)N(CCN2CCOCC2)C(C)=C1 (centres undefined)	109	108	103	128	125	96	110	107	106
CC(=O)Nc1cc(C)c(C)cc1[N+](=O)[O-]	101	96	104	·	112	90	115	108	88
O=[N+]([O-])c1ccc2c(c1)sc1nc(-c3c[nH]c4ccccc34)c(Nc3ccccc3)n12	88	100	82	96	93	92	106	100	99
COc1ccc(Nc2cc(C)c(C#N)c3nc4ccccc4n23)cc1	97	103	90	105	99	82	111	101	90
CCNC(=O)c1[nH]cc(-c2ccccc2)c1-c1cc(OC)c(OC)c(OC)c1	99	113	148	101	96	96	107	101	100
O=C(O)c1ccc(-c2nn(-c3ccc(C(F)(F)F)cc3)cc2CNc2cccc(Cl)c2F)cc1	90	102	111	88	82	81	75	86	77
c1ccc2c(-c3nn4cc(-c5nccs5)nc4s3)c[nH]c2c1	91	106	88	95	80	66	·	98	102
O=C1C=CC(=O)N1Cc1ccccn1	96	96	118	115	·	·	115	103	109
O=C1CCCCCN1C(=O)c1ccccc1	105	104	101	117	116	·	119	108	102
CCC(C)Cn1cnc2c(SCc3ccccn3)nc(N)nc21 (centres undefined)	100	90	98	·	76	98	114	92	111
Cc1cccc(N=Nc2cccc(C)c2)c1	93	94	106	107	102	97	113	108	103
COc1c(C)c2c(c(O)c1C/C=C(\C)CCC(=O)OCCN1CCOCC1)C(=O)OC2	19	37	31	·	13	-3.5*	36	21	17
Nc1nc(-c2ccccc2)c(N=Nc2ccc([N+](=O)[O-])cc2)s1	·	111	107	93	85	77	116	101	93
CC(C)(CCCCC(C)(C)/C(=N/O)c1ccccc1)/C(=N/O)c1ccccc1	96	95	80	98	90	74	106	99	99
CCC(=C(c1ccc(OCCN(CC)CC)cc1)c1ccc(OCCN(CC)CC)cc1)c1ccc(Cl)cc1	69	-53*	55	-39*	-79*	-39*	-72*	-33*	-50*
Cc1ncc(C(=O)Nc2ccc(CN3CCN(C)CC3)c(C(F)(F)F)c2)cc1C#Cc1cnc(N)c2ncccc12	38	50	0.9*	-6.1*	10	26	55	33	-25*
O=C1NC2(c3ccccc3)NC(=O)NC2(c2ccccc2)N1 (centres undefined)	117&105	96&113	106	101&105	114&123	93	108&122	104&107	100&104
CCOc1ccc(/C=N/NC(=O)Cn2nc(Cc3ccc([N+](=O)[O-])cc3)c3onc(C)c3c2=O)cc1	29	44	91	-35*	28	48	-37*	19	-16*
COc1ccc(C(=O)/C=C/c2cccc3ccccc23)cc1S(N)(=O)=O	-20*	1.1*	45	43	39	-67*	-51*	15	-14*
Cc1cc(S(=O)(=O)/N=C(\N)n2nc(C)c(C)c2C)c(SCc2ccccc2)cc1Cl	55	90	106	63	-21*	17	81	57	73
OC(c1ccccc1)C(O)(c1ccccc1)c1ccc(Cl)cc1 (centres undefined)	89	103	94	111	111	92	106	97	109
(more compounds)
SMILES	NCI-H23	OVCAR-5	SK-OV-3	OVCAR-4	IGROV1	NCI-H522	OVCAR-3	NCI/ADR-RES	OVCAR-8
COc1ccc(-c2cn(-c3ccc(Cl)cc3)c(SCC(=O)c3ccc([N+](=O)[O-])cc3)n2)cc1	87	90	85	39	83	71	106	79	52
N#CC(N)c1ccc(OCCCCCCCCCCOc2ccc(C(N)C#N)cc2)cc1 (centres undefined)	101	84	90	93	100	105	107	94	94
CS(=O)(=O)c1ccc(/C(=N/N=C(N)N)c2ccccc2)cc1	102	98	110	114	100	102	116	107	101
Cc1cc(=O)oc2cc(OCCCOc3ccc(/C=C/C(=O)Nc4ccc([N+](=O)[O-])cc4)cc3)ccc12	100	104	107	102	109	99	·	105	99
Cc1noc(C)c1CSc1ccccc1C(=O)N1CCN(c2cccc(C(F)(F)F)c2)CC1	68	88	75	67	84	62	82	72	94
NC(=NC1C2CC3CC(C2)CC1C3)Nc1ccc(I)cc1 (centres undefined)	15	39	78	20	4.4*	42	54	50	70
Cc1ccc(-c2cc3nc(C(Cl)Cl)nc(-c4ccccc4)n3n2)cc1	95	103	98	103	94	98	·	80	93
c1ccc(-c2cn(Cc3nc(-c4ccccc4)no3)nn2)cc1	94	95	104	97	96	88	108	92	106
CC(=O)c1cc2c(C)cc(=O)oc2cc1O	104	100	110	109	95	·	111	103	·
Cc1cccc(Nc2cc(=S)nc(N)[nH]2)c1	96	110	104	107	108	94	·	102	103
CC(=O)c1cc2c(N)c(C(=O)Nc3ccccc3)sc2nc1C	92	96	29	89	84	67	90	76	94
CSC1=NC=C(C#N)C2=NC(c3c(F)cccc3Cl)NN12 (centres undefined)	101	105	105	115	103	87	107	106	100
CC(C)(C)C(CCc1ccc(Cl)cc1)N1CCN(C2CCCCC2)CC1 (centres undefined)	47	60	60	43	63	41	42	61	60
Oc1ccc(CCl)c2cccnc12	59	88	88	25	79	53	11	29	74
Cn1ccc2c(cnc3ccccc32)c1=O	93	95	·	·	105	105	99	96	100
CC(CC(=O)c1cc(Cl)ccc1O)CC(C)(C)C (centres undefined)	97	99	·	101	95	105	93	105	86
C=CCc1cccc(CC=C)c1O	99	117	112	·	121	88	115	106	111
C=CCN1C(=O)c2cccc3c(N4CCOCC4)ccc(c23)C1=O	8.0*	21	14	14	-15*	-1.1*	-66*	6.1*	21
COCCOC(=O)C1=C(C)NC(=O)NC1c1ccc2c(c1)OCO2 (centres undefined)	92	101	99	94	103	92	110	104	99
O=C(Nc1nc(-c2ccc([N+](=O)[O-])cc2)cs1)c1ccccc1CN1C(=O)c2ccccc2C1=O	99	103	96	94	98	91	109	101	101
Nc1nc(=O)c2cnccc2c(=O)[nH]1	101	102	110	101	100	100	112	103	102
Cc1cc(C)nc(NS(=O)(=O)c2ccc(Nc3nc(C)c4c(=O)[nH]c(NCc5ccccc5)nc4n3)cc2)n1	93	86	89	97	38	54	112	96	87
O=C(CN1CCN(c2cc3c(cc2F)c(=O)c(C(=O)O)cn3C2CC2)CC1)Nc1nc(-c2ccc(Cl)cc2)cs1	17	52	21	68	39	6.5*	14	57	13
COc1cc2c(cc1OC)[C@H](c1ccc3c(c1)OCO3)[C@@H](C)C(C)=C2	93	92	97	87	83	78	112	99	114
O=C(COc1ccccc1Cl)Nc1nc(-c2cccs2)cs1	98	96	104	95	94	90	161	98	96
Cc1c(C)c(N2C(=O)C=CC2=O)c(C)c(C)c1N1C(=O)C=CC1=O	96	91	114	104	84	-49*	45	96	96
Oc1ccc2ccccc2c1CN1CCOCC1	104	113	104	108	106	110	120	113	105
CC(=O)Nc1ccc(-c2cn(-c3cccc(C(=O)Nc4ccc(F)c(C(F)(F)F)c4)c3)nn2)cn1	24	89	91	14	43	62	25	86	2.7*
CN(C)c1ccc(N=Nc2ccc3ccccc3c2)cc1	92	104	96	77	78	72	89	98	98
COC(=O)[C@@H]1CCCN1C(=O)C1CCCN1C(=O)[C@H](Cc1ccccc1)NC(=S)Nc1cc(C(F)(F)F)cc(C(F)(F)F)c1 (some centres undefined)	92	97	115	89	110	88	92	88	94

Entries of single compounds from above. Order of values: NCI-H23, OVCAR-5, SK-OV-3, OVCAR-4, IGROV1, NCI-H522, OVCAR-3, NCI/ADR-RES, OVCAR-8
Cc1cc(=O)oc2cc(OCCCOc3ccc(/C=C/C(=O)Nc4ccc([N+](=O)[O-])cc4)cc3)ccc12 as listed: 100, 104, 107, 102, 109, 99, ·, 105, 99
CC(=O)Nc1ccc(-c2cn(-c3cccc(C(=O)Nc4ccc(F)c(C(F)(F)F)c4)c3)nn2)cn1 as listed: 24, 89, 91, 14, 43, 62, 25, 86, 2.7*
CS(=O)(=O)c1ccc(/C(=N/N=C(N)N)c2ccccc2)cc1 as listed: 102, 98, 110, 114, 100, 102, 116, 107, 101
